Screens from PubChem.
m5-HT2A agonist: mouse Htr2a agonists via beta-arrestin recruitment, primary screen, cell-based, luminescence | activation, % at 7.6 µM | 5-hydroxytryptamine receptor 2A (Mus musculus), P35363 | actives 0.66% (n = 360,000) | AID 624169, 2012 | CHO-K1 mHTR2A beta-arrestin complementation; percent of 30 µM serotonin response;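 active = activation above a run cutoff, the mean activation of all tested compounds plus 3 SD, cut at about 14% in these data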;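 note: 0% = plate median of compound wells and 100% = 30 µM serotonin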
Vif inh: HIV Vif self-association inhibitors, primary screen, imaging, HEK293T, single point; inhibition, % at 7.49 µM; actives 0.35% (n = 340,000); HEK293T cells, Vif self-association by quenched fluorescence, 24 h; AID 602346, 2012; in the data active = inhibition above about 50%, passing the limit was not always enough; note: some results filed as inactive read as strong as hits
aDG glyco act: activators of alpha-DG glycosylation, primary screen, uHTS, Pro5-aDG cells, AlphaScreen | AID 624168, 2012 | activation, % at 10 µM | alpha-DG glycosylation AlphaScreen (IIH6); 0% Pro5, 100% B10-LARGE cell signal | actives 0.22% (n = 360,000);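 active = activation of at least 8% versus controls, or a plate z-score of at least 8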;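 note: Pro5 are CHO cells carrying HIG-tagged alpha-DG that lacks glycosylation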
Exocytosis inh: LAMP-1 surface exposure blockers, TALL-104 cells – cell-based, flow cytometry, MLPCN library, primary screen | TALL-104 LAMP-1 surface exposure; cells stimulated with thapsigargin and PMA | inhibition, % at 10 µM | actives 0.66% (n = 360,000);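 active = inhibition above about 55%, limit read from the data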
ABCB6 inh MLPCN: ABCB6 transporter inhibitors, primary screen, K562-ABCB6 cells, flow cytometry, MLPCN library | ATP-binding cassette sub-family B member 6 (Homo sapiens), Q9NP58 | K562-ABCB6 porphyrin accumulation, 1 h; stronger effect = lower value | fluorescence ratio to DMSO, % at 10 µM | actives 0.19% (n = 360,000) | AID 602162, 2011;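 active = fluorescence ratio to DMSO below 75%, the collection mean minus 3 SD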;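 note: signal is porphyrin accumulated inside mitochondria; 100% equals median channel fluorescence of DMSO control wells; lower ratio means ABCB6 inhibition with less porphyrin fluorescence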
Target sequence (Q9NP58 whole entry, looked up): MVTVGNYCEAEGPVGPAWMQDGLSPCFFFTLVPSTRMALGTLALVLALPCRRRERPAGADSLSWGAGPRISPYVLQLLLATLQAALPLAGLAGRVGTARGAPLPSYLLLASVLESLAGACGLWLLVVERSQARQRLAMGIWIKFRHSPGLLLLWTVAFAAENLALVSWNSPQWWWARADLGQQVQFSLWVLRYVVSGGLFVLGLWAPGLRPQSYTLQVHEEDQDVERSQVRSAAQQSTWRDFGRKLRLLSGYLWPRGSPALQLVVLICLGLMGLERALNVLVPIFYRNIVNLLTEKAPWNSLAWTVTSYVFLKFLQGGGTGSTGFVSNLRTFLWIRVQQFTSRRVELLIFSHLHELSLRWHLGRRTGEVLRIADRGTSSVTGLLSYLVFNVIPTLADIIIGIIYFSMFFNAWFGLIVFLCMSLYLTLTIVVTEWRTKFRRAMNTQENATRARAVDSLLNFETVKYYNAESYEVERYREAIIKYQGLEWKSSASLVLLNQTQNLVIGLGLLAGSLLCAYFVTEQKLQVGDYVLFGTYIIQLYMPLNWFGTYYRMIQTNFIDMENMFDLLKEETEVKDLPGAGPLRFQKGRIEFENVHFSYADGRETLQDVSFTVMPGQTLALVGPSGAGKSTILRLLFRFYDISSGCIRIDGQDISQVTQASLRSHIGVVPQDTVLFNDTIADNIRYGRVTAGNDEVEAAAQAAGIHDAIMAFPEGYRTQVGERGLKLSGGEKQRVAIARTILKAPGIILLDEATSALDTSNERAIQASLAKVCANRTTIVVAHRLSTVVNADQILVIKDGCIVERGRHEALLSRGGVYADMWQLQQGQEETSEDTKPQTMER
PDI turbidity: inhibitors of human PDI, primary screen, biochemical, turbidity, single point, plate reader | PDI insulin aggregation turbidity, A650, 90 min | actives 0.052% (n = 350,000) | inhibition, % at 10 µM | Protein disulfide-isomerase (Homo sapiens), P07237;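 active = mean inhibition across replicates of 30% or more, whatever share of single replicates reach that level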;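 note: absorbance from insulin aggregation driven by PDI reduction with DTT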
hiPSC survival: enhancers of single-cell hiPSC survival, primary screen, ATPlite luminescence; 100% = ROCK inhibitor wells, 0% = DMSO; survival enhancement, % at 20 µM; actives 0.044% (n = 360,000); in the data active = survival enhancement above about 18%;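 note: cells exposed to compounds for 16 hours before the ATP read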
CaV13 FRET inh: Disruptors of the CACNA1D IQ motif to Ca2+-dependent inactivation inhibitor domain association, primary screening, Förster resonance energy transfer in intact living …; AID 743397; inhibition, % at 12.3 µM; actives 0.098% (n = 340,000); HEK cells, CFP/YFP FRET ICDI-IQ, plate reader, 10 min; percent FRET-ratio fall versus neutral wells;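 active = mean replicate inhibition of at least 30% and at least 1% of replicates passing that level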;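 note: 0% = median of the neutral control wells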
Cardio protect: cardioprotection against H2O2-induced cell death, primary screen, uHTS, H9c2 cells, ATPLite luminescence; H9c2 cardiomyocytes, H2O2 injury protection, 2 h; protection from H2O2 cell death, % at 20 µM; actives 0.63% (n = 360,000);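 active = compounds giving at least 50% protection of heart cells from peroxide-induced death in the single-dose screen, raw or plate-pattern-corrected value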;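 note: 0% = DMSO wells with peroxide and 100% = DMSO wells without peroxide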
N-glyco inh: increase of ERlucT glycosylation luciferase signal, primary screen, N-linked glycosylation inhibitor project, D54 ERlucT cells, luminescence, set 2; D54 ERlucT glycosylation luciferase reporter, 24 h; percent of 100 nM tunicamycin response; reporter increase, % at 12.5 µM; actives 0.23% (n = 360,000);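 active = mean luciferase reporter signal, scaled so untreated is 0 and the glycosylation-blocking control 100, at or above a set limit in every replicate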;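 note: luciferase carries N-glycosylation sites so blocking glycosylation raises the light; 0% = median of neutral control wells and 100% = median of 100 nM tunicamycin wells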
* = called active by the depositor; nt = no result given; & = joins results of further samples.

SMILES	m5-HT2A agonist	Vif inh	aDG glyco act	Exocytosis inh	ABCB6 inh MLPCN	PDI turbidity	hiPSC survival	CaV13 FRET inh	Cardio protect	N-glyco inh
O=C(Nc1nnc(C2CCCO2)s1)c1cccs1 (configuration not stated)	1	-7	0.3	1	98	-1	1.0	-2	2	5
C/C(=N\NC(N)=O)c1cc(Cl)cc(Cl)c1O	0	9	-0.1	16	100	0	1.4	-21	3	2
Cc1ccc(C)c(NC(=O)C2(C)CCN2C(=O)C(C)C)c1 (configuration not stated)	-2	1	-0.2	2	90	6	2.0	-5	-6	4
C[C@H]1CN(c2ccc(Br)cc2)C(=O)[C@@H]1CC(=O)Nc1ccc(Br)cc1	-2	2	0.1	-2	94	3	-1.3	-6	-12	1
O=C1NCCOC(=O)[C@@H](Cc2ccc(F)cc2)C/C=C\C[C@@H]1CC(=O)N(CCO)Cc1ccccc1	5	-9	-0.1	40	95	2	0.7	-5	-1	-1
C[C@]12CCC(=O)C[C@@H]1CC[C@@H]1[C@@H]2CC[C@]2(C)[C@@H](C(=O)COC(=O)CCC(=O)O)CC[C@@H]12	11&4	5&6	-0.2&0.0	-3&-2	101&92	5&-4	-0.1&-0.1	-3&-5	4&1	-1&0
Nc1nc2ccccc2n1/N=C/c1ccc(-c2ccccc2)o1	2	-5	0.4	-1	94	2	1.2	-4	29	-12
Cc1ccc(/C=N/N(Cc2ccccc2)c2ccccc2)o1	2	4	-0.5	5	102	2	0.6	-8	-5	-3
CC(NC(=O)CCC(=O)NCc1ccc(F)cc1)c1ccccc1 (configuration not stated)	-1	-4	-0.2	7	91	-4	6.6	-12	-9	1
COc1cc(/C=N/N(C)c2ccccc2)ccc1O	-6	3	-0.2	-2	112	-3	-1.8	-7	-6	-5
O=C(COc1ccc(Br)cc1)NNC(=S)NCc1ccccc1	11	-5	-0.1	-7	102	0	0.3	-7	-5	2
Cc1ccc(S(=O)(=O)N2CCCCC2)cc1C(=O)Nc1ccc(N2CCOCC2)cc1	-7	-24	0.7	0	91	9	-2.1	-6	-11	-3
COc1ccc(OC)c(-n2c(=S)[nH]c3cc(C(=O)N(C)Cc4ccccc4)ccc3c2=O)c1	-2	-2	0.1	-1	90	-2	-0.6	16	0	2
CC(=O)CCc1ccc2oc(C(=O)O)c(C)c2c1	-1	14	-0.2	1	94	-8	1.3	-6	4	2
COc1ccc(OC)c(Nc2nc(NCCCN(C)C)nc(N)c2[N+](=O)[O-])c1	-1	11	-0.1	10	95	-4	-0.6	-13	5	3
C1=CC2(C=C1)OC21CCC2(C=CC3(C2)OC3C2CCCCC2)CC1 (configuration not stated)	-1	14	0.0	-1	95	5	-0.6	-6	-2	3
COc1ccc(N(CC(=O)Nc2ccc(C)c(C)c2)S(=O)(=O)c2c(C)n[nH]c2C)cc1	-4	-6	0.1	-7	100	6	0.4	-6	1	0
Cc1nc(-c2ccc(S(=O)(=O)NCc3cccnc3)s2)cs1	1	-29	0.1	0	93	13	-0.5	-5	-6	-1
Cc1cccc(C)c1-n1nnnc1C(c1ccnc2ccccc12)N1CCN(C(=O)OCc2ccccc2)CC1 (configuration not stated)	3	nt	-0.1	-2	90	nt	-0.7	-5	nt	nt
CC1C(=O)OC2C1CCC1(C)CCC(=O)C(C)C21 (configuration not stated)	-1	-4	-0.1	-4	97	-1	0.1	-3	0	-1
CN(C(=O)CC1C(=O)NCCN1Cc1ccc(F)c(F)c1)C1CCCCC1 (configuration not stated)	-3	nt	-0.1	-6	103	7	-0.4	-10	1	nt
Cc1ccc(-c2nn(C)c(=O)c3ccccc23)cc1CO	1	3	-0.3	7	99	-3	2.6	nt	4	1
CC(Sc1nnc(-c2ccco2)n1C)C(=O)Nc1nccs1 (configuration not stated)	-3	-17	0.2	2	94	2	-0.4	-7	1	3
Cc1cc(Cl)ccc1-c1cc2nc(NCCCN(C)C)n(C)c(=O)c2s1	-9	-5	3.2	15	95	10	-2.2	-5	-4	7
CCN(C(=O)CSc1ncccn1)C1CCS(=O)(=O)C1 (configuration not stated)	4	7	-0.2	16	96	0	-0.1	-3	8	1
COC(=O)[C@]12CCCCC=C1N(Cc1ccccc1)C(=O)[C@H](CC(=O)NCc1cccs1)C2	1	nt	0.1	-4	92	nt	0.5	-3	nt	nt
O=C(Nc1ccccc1C(=O)NC(Cc1ccccc1)C(=O)NC1CCCCC1)c1ccccc1 (configuration not stated)	-1	-3	0.5	0	101	-16	2.5	-6	11	0
CCCC(=O)N1CCN(c2ccc(NC(=O)c3cccs3)cc2Cl)CC1	-3	0	-0.3	10	96	-4	-0.7	-3	5	-1
N#Cc1ccc(Cl)cc1NC(=O)COC(=O)c1ccc(S(=O)(=O)N2CCCC2)cc1	1	21	0.1	-2	90	-22	-0.8	-4	-3	2
Cc1cccc(NC(=O)COc2ccc3oc4c(c3c2)CCCC4)n1	1	8	0.1	0	89	-1	-0.8	-5	0	0
COc1ccccc1-c1c(C)oc2cc(OC(=O)c3ccco3)ccc2c1=O	-1	2	3.0	-1	91	4	1.1	-5	-3	2
N#Cc1c(Nc2ccccc2)c(C=O)c[nH]c1=O	-5	-7	-0.1	-2	103	-7	-0.4	-20	11	0
O=C(c1cccs1)N1CCc2ccccc21	-5	-5	-0.2	-3	99	-1	-1.9	-7	-5	-1
Cc1ccc(C)c(-n2c(SCC(=O)N3CCCC3)nnc2-c2ccccn2)c1	5	nt	-0.2	-3	114	1	-3.5	0	3	0
C/C(=C\CNc1ncnc2nc[nH]c12)CO	0	27	-0.2	-2	100	nt	-1.3	nt	2	1
CCOC(=O)c1ccc(NC(=O)C2CC(O)CN2S(=O)(=O)c2ccc(C)cc2)cc1 (configuration not stated)	-3	-2	0.3	0	103	-7	0.1	-3	2	0
O=C(O)c1ccccc1C(=O)Nc1ccc(Oc2ccccc2)cc1	-1	1	0.0	-4	97	1	-0.6	11	-8	1
CCCCc1ccc(NC(=O)COc2ccc(C(=O)Nc3ccccc3OCC)cc2)cc1	4	-7	0.1	-1	101	-13	3.3	-4	-11	-5
COc1cc(NC(=O)C/C(C)=N/NC(=O)Cc2ccc(Cl)cc2)c(OC)cc1Cl	-1	73*	-0.1	-1	101	8	-1.6	-4	3	0
O=C(Nc1ccc(Nc2ccccc2)cc1)c1ccco1	-4	nt	0.4	2	110	-8	0.2	-4	-8	-2
CC(C)Cn1c(N)c(C(=O)COC(=O)c2cccn2C)c(=O)n(C)c1=O	14	-6	0.1	14	92	1	-0.2	-5	2	-3
CCOC(=O)[C@]12CCC=C1N(Cc1ccco1)C(=O)[C@H](CC(=O)NCc1ccc(OC)c(OC)c1)C2	1	nt	-0.1	0	103	nt	0.0	-10	nt	nt
Cc1ccc(Cn2c(C)c3cnn(CC(=O)NC4CCCC4)c(=O)c3c2C)cc1	-3	-5	0.1	3	98	nt	1.6	-3	-1	1
O=C(NC1CC2CCCC(C1)N2C(=O)Nc1ccccc1Cl)C1CC1 (configuration not stated)	2	-5	-0.1	-2	101	-1	0.0	-5	-2	3
CCc1nc2ccc(C(=O)N(C)Cc3ccccc3)cn2c1N(C)Cc1ccc(OC)cc1	-2	-4	0.2	-1	94	-4	-0.9	-5	-1	-3
CCOc1ccc2nc(SC3CC(=O)N(c4ccc(OC)cc4OC)C3=O)sc2c1 (configuration not stated)	1	-5	-0.1	62*	103	6	-1.6	-5	-23	2
CC1=CN2C(c3cccc([N+](=O)[O-])c3)=NON(c3ccc(C)cn3)C2C=C1 (configuration not stated)	1	nt	-0.1	5	103	nt	0.2	-17	-11	-2
CCN(CC)S(=O)(=O)c1ccc(OC)c(NC(=O)COc2ccc3c(C)cc(=O)oc3c2)c1	-7	6	-0.1	1	103	8	-0.8	-8	6	0
CCN=c1scc(C)n1/N=C/c1cc(Br)c(O)c(OC)c1	-9	4	-0.2	0	80	-4	0.8	-7	-2	-11
Cc1cc(S(=O)(=O)NC2CCCCC2)ccc1-n1cnnn1	2	-4	0.0	4	97	6	-0.1	14	-14	-2
O=C(c1oc(=O)c2ccccc2c1-c1ccccc1)N1CCC(O)CC1	7	1	0.1	-1	95	nt	1.1	-22	5	-3
CC(C)CCNC(=O)CCCn1c(=O)[nH]c2ccc(Br)cc2c1=O	6	2	1.4	-2	122	6	-1.9	-5	-9	0
CCOC(=O)C1CCc2nc3ccccc3c(=O)n21 (configuration not stated)	4	4	-0.4	-3	99	-8	-1.0	-5	10	0
c1ccc(-c2cc(N3CCCCC3)nc(-c3ccccc3)n2)cc1	4	0	0.0	-1	87	-4	-2.9	-5	-2	-1
COc1ccc(-n2c(SCC(=O)N3CCCCC3C)nnc2-c2cccnc2)cc1 (configuration not stated)	-4	2	-0.2	-1	105	-5	-3.4	-5	7	-2
CCCCNC(=O)c1onc(CSc2ccccn2)c1C(=O)NCCCC	5	-8	-0.2	-4	82	-1	-3.0	-7	-1	-1
CC(=O)Nc1nc2c(s1)C(=O)NCC(C)(C)C2	2	13	-0.1	23	106	-6	-0.5	-16	7	1
COc1ccccc1CNC(=O)CCNS(=O)(=O)c1cccc2nonc12	1	-2	0.1	-17	104	1	-0.6	-7	-5	2
CS(=O)(=O)Nc1nc2n(n1)C(c1ccc(F)cc1)CC(c1ccccc1)N2 (configuration not stated)	3	-12	0.4	-4	95	0	0.3	-1	4	1
CCOc1cc(C(c2c(C)[nH][nH]c2=O)c2c(C)[nH][nH]c2=O)ccc1OS(=O)(=O)c1ccccc1	1	5	0.0	26	95	2	-0.4	-8	7	3
Additional records follow:
SMILES	m5-HT2A agonist	Vif inh	aDG glyco act	Exocytosis inh	ABCB6 inh MLPCN	PDI turbidity	hiPSC survival	CaV13 FRET inh	Cardio protect	N-glyco inh
CNC(=S)Nc1ccc(OC(F)(F)F)cc1	-3	-2	0.4	7	101	-1	-1.2	9	5	1
Cc1ccc(NC(=O)C(OC(=O)c2ccc(F)cc2)c2ccccc2)cc1Cl (configuration not stated)	-5	1	0.2	1	96	2	0.4	-16	0	0
O=C(c1ccco1)N1CCN(C(=O)C2(S(=O)(=O)c3ccc(Cl)cc3)CC2)CC1	0	1	0.0	2	97	-2	2.7	-10	1	-1
Cn1c(SCC(=O)Nc2ccc3nc(SCC(=O)N4CCCC4)sc3c2)nnc1-c1ccc(N)cc1	-1	nt	-0.1	8	104	-8	9.1	nt	11	1
NS(=O)(=O)c1ccc(CCNC(=O)COC(=O)Cc2ccc([N+](=O)[O-])cc2)cc1	0	-1	-0.1	2	94	-3	0.5	-2	4	3
C/C(=N/Nc1ncc(C(F)(F)F)cc1Cl)c1ccncc1	3	-1	0.8	-3	90	1	0.4	-5	-6	0
